Screens: PubChem, Columbia University Molecular Screening Center
E-sel TNF inh = blocks E-selectin expression induced by TNF alpha; HUVEC TNFa-induced E-selectin immunofluorescence, high content; inhibition, % at 2 µM; 120,000 compounds, 0.71% hits;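 active = inhibition above the batch mean plus 3 SD, and confirmed as a hit on visual image review, cut at about 43% in these data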;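 also: 0% = TNF-stimulated DMSO wells and 100% = unstimulated control wells; not every result past the cut was called active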
Active calls of the source: *. An excerpt; rates above refer to the full screens.

SMILES	E-sel TNF inh
CCc1ccc(NC(=O)/C(C#N)=C\c2ccc(OC)c(C(=O)O)c2)cc1	0.5
COC(=O)CCN(C(=O)c1ccc(C)c([N+](=O)[O-])c1)c1ccccn1	-4.1
Cc1c(CCOC(=O)c2ccc([N+](=O)[O-])cc2)sc[n+]1CC(=O)c1ccccc1	-28.4
COc1ccc(/C=C/C(=O)NC(CCSC)C(=O)O)cc1 (stereo not drawn)	13.6
CC(N=C1NS(=O)(=O)c2ccccc21)C(=O)NCCCc1ccccc1 (stereo not drawn)	0.8
COC(=O)CCCCC1SCC(NC(=O)c2ccccc2)C1=O (stereo not drawn)	-18.0
O=C(COc1ccccc1)NNC(=O)COc1ccc([N+](=O)[O-])cc1	0.2
O=C(NCCn1ccc2ccccc21)c1cccc([N+](=O)[O-])c1	-0.9
O=C(O)c1cc(NC(=S)NC(=O)C(c2ccccc2)c2ccccc2)ccc1Cl	5.7
CC(C)Cc1nc2ccc(N)cc2[nH]1	21.3
CC(NC(=O)c1cc(S(=O)(=O)N(C)C)ccc1N1CCCC1)C1CC2CCC1C2 (stereo not drawn)	50.8
COc1ccc(C2NS(=O)(=O)N=C2N)cc1 (stereo not drawn)	2.4
COc1ccc(CCNC(=O)CC2SC(=NCc3ccccc3)NC2=O)cc1 (stereo not drawn)	-5.3
COCc1cc(C)n(CC(=O)Nc2cc(C)cc(C)c2)c(=O)c1C#N	-12.5
COc1ccc(CNS(=O)(=O)NCc2ccc(OC)c(OC)c2)cc1	3.7
Cc1cc(NC(=O)CSc2n[nH]c(N)n2)no1	67.0*
COc1ccc(Cn2c(-c3ccc(OC)c(O)c3)nc3ccccc32)cc1O	7.6
O=C(N/N=C1\CCCc2ccccc21)c1cccc(Br)c1	8.3
CC(=O)Oc1ccc2nc(CN3C(=O)c4ccc([N+](=O)[O-])cc4C3=O)oc(=O)c2c1	-36.0
O=S1(=O)CCN(OCc2ccc(F)cc2Cl)CC1	-12.6
CC(C)(C)C1C/C(=C/c2ccccn2)C(=O)/C(=C/c2ccccn2)C1 (stereo not drawn)	99.9*
NC(=O)c1cc([N+](=O)[O-])ccc1NCCN1C(=O)c2ccccc2C1=O	-4.5
CC1(C)C=Cc2c(c3c(c4c(=O)c(-c5ccc(O)cc5)coc24)OC(C)(C)CC3)O1	4.7
O=C1CC(/C=C/c2ccccc2)=Nc2ccccc2N1	7.9
CCCCN(C(=S)Nc1cccc(SC)c1)C1CCN(C(C)=O)CC1	2.3
CC(C)(O)C#Cc1ccc(CN2CCN(C3CCCCC3)C(CCO)C2)s1 (stereo not drawn)	-19.7
C(=N\N1CCN(c2ccccn2)CC1)/c1ccco1	-19.1
CN1C(=O)C(O)(CC(=O)/C=C\c2ccc3c(c2)OCO3)c2ccccc21 (stereo not drawn)	-18.4
S=C(NCC1CCCO1)Nc1ccc(Nc2ccccc2)cc1 (stereo not drawn)	-8.7
C=CCNC(=O)/C(=C\c1ccc(OC)cc1)NC(=O)c1ccc([N+](=O)[O-])cc1	-4.5
CC(c1ccon1)N(C)Cc1c(C(=O)N(C)Cc2ccccc2)nc2ccccn12 (stereo not drawn)	-14.7
CC(C)(C)NC(=O)COC(=O)CCC(=O)c1ccc(Cl)cc1	-29.7
O=C(c1cc(F)ccc1F)C1CCCN(C(=O)CCCN2CCCCC2=O)C1 (stereo not drawn)	5.9
O=C(Nc1ccc(OC(F)(F)F)cc1)c1[nH]ncc1[N+](=O)[O-]	-16.8
Cc1ccc(NC(=O)Cn2ccc([N+](=O)[O-])n2)cc1Cl	-37.2
Clc1ccccc1C(c1ccccc1)(c1ccccc1)n1ccnc1	-26.8
CCOc1ncccc1C(=O)N1CCN(S(=O)(=O)c2ccccc2)CC1	-3.0
COc1ccc(C2Nc3ccccc3C(=O)N2NS(=O)(=O)c2ccccc2)cc1OC (stereo not drawn)	-28.1
CCN(CC)S(=O)(=O)c1cccc(-c2nnc(SCC(=O)N3CCC(C(=O)O)CC3)n2N)c1	7.9
O=C(O)CCCCCCCCCCCc1ccccc1	-45.3
COc1cc(CN2CCNC(=O)C2CC(=O)O)cc(OC)c1 (stereo not drawn)	4.8
Cc1nn(C(C)C)c(C)c1CN1CCCC(C(=O)c2cccc(OC(C)C)c2)C1 (stereo not drawn)	-34.1
O=c1cc(N2CCN(c3ccccc3)CC2)[nH]c(=O)n1-c1ccccc1	-12.8
O=C(O/N=C1\CCS(=O)(=O)c2sccc21)c1ccc(F)cc1	-23.1
CCOc1cc(/C=C2/SC(=S)NC2=O)ccc1OC(=O)c1ccco1	-59.2
O=C(OCc1ccc(Br)cc1)c1ccncc1	-24.3
CCCCNC(=O)N(c1c(N)n(Cc2ccccc2)c(=O)[nH]c1=O)C1CCCC1	-10.9
CCC(Oc1ccccc1)C(=O)NC1C(=O)N2C1SC(C)(C)C2C(=O)O (stereo not drawn)	-28.2
COc1ccc(-n2c(SCC(=O)C(C)(C)C)nc3ccsc3c2=O)cc1	25.8
CC(NCC(O)COC1CCC(C(C)(C)C)CC1)c1ccccc1 (stereo not drawn)	14.6
COc1ccc(NC(C)C(=O)N/N=C/c2cc(Br)ccc2OC)cc1 (stereo not drawn)	-17.5
CCNCc1nc2cc(Cl)ccc2c(=O)[nH]1	-45.9
OCCC1CN(Cc2cccc3c2OCO3)CCN1C1CCCC1 (stereo not drawn)	-29.1
CC(=O)c1ccc(-c2ccc(C(=O)N3CCN(c4ccc(F)cc4)CC3)o2)cc1	6.7
CS(=O)(=O)N1CCc2cc(C(=O)Nc3ccccc3)ccc21	29.6
O=C(O)/C=C/C(=O)NC1CC1	-5.5
CNC(=O)c1sc(-c2cccs2)nc1C	6.2
O=C(CCSc1ccccn1)c1ccccc1	43.2
COc1ccc2nc(C)cc(SCC(=O)N/N=C/c3ccc(O)c(O)c3)c2c1	50.0
CCOC(=O)CC1C(=O)NCCN1S(=O)(=O)c1ccc(C)cc1 (stereo not drawn)	-7.0

(list continues)
SMILES	E-sel TNF inh
CS(=O)(=O)c1ccc(C(=O)N2CCN(Cc3ccccc3)CC2)cc1	-27.8
O=C(N/N=C/c1cccc([N+](=O)[O-])c1)c1cccc2cc[nH]c12	-3.2
O=C(CC1C(=O)NCCN1CC1CCCCC1)NCc1ccc(Cl)cc1 (stereo not drawn)	10.6
COc1ccc(N(C(=O)Cn2nnc(-c3ccc(Cl)cc3)n2)C(C(=O)NCC2CCCO2)c2ccncc2)cc1 (stereo not drawn)	14.1
Cc1nnc(NC(=O)c2csc3c2CCC(C)C3)s1 (stereo not drawn)	-11.3
CCOc1cccc2c1OC1(C)CC2NC(=O)N1Cc1ccccc1 (stereo not drawn)	21.7
CCOC(=O)CSc1cc(C)nc2ccc(OC)cc12	-2.1
COc1ccc(S(=O)(=O)N2CCCCCC2)cc1C(=O)OCC(=O)NC(C)(C)C	-6.8
COc1ccc(C(=O)n2ncc(C#N)c2N)cc1	21.5
CC(C)NC(=O)NC(=O)CSc1nncs1	-63.3
Nc1nnc(CC(=O)N/N=C/c2cc([N+](=O)[O-])cc(Br)c2O)s1	8.1
c1ccc(CN2CCC(Nc3ncnc4sccc34)CC2)cc1	-2.6
CN(C(=O)COC(=O)CCc1nc2ccccc2c(=O)[nH]1)C1CCS(=O)(=O)C1 (stereo not drawn)	-8.2
CCn1c(=N)c(S(=O)(=O)c2ccc(C)cc2)cc2c(=O)n3ccccc3nc21	7.8
O=C(CCCCn1c(=O)c2ccccc2n(Cc2ccccc2)c1=O)NC1CCN(Cc2ccccc2)CC1	-34.4
Cn1cnnc1SCC(=O)NC1CCCc2ccccc21 (stereo not drawn)	-2.2
CCOc1ccc(CCNC(=O)COc2cc(=O)n(C)c3ccccc23)cc1OCC	-11.0
C=CCN(CC=C)C(=S)NC(=O)c1ccc(OC)cc1	32.2
Cc1ccc(C2C(C(=O)c3cccs3)=C(O)C(=O)N2c2nnc(C)s2)cc1 (stereo not drawn)	-24.5
O=C(CNc1ccccc1F)N/N=C/C1CC=CCC1 (stereo not drawn)	-15.2
Cc1cc(NC(=O)CSc2nnc(C3CC3)n2N)c([N+](=O)[O-])cc1C	-7.6
CC(C(=O)NCC1(c2ccccc2)CCOCC1)N1CCOCC1 (stereo not drawn)	-7.8
O=C(Nc1ccc(Br)cc1)c1ccc(F)c(S(=O)(=O)N2CCN(c3ccccn3)CC2)c1	1.7
Cc1c(C(=O)C(=O)N2c3ccccc3CC2C)c2ccccc2n1C (stereo not drawn)	-17.3

Given with bars between the fields: 16 of the compounds above.
SMILES | E-sel TNF inh
CCOc1cccc2c1OC1(C)CC2NC(=O)N1Cc1ccccc1 (stereo not drawn) | 21.7
CCOC(=O)CSc1cc(C)nc2ccc(OC)cc12 | -2.1
COc1ccc(S(=O)(=O)N2CCCCCC2)cc1C(=O)OCC(=O)NC(C)(C)C | -6.8
COc1ccc(C(=O)n2ncc(C#N)c2N)cc1 | 21.5
CC(C)NC(=O)NC(=O)CSc1nncs1 | -63.3
Nc1nnc(CC(=O)N/N=C/c2cc([N+](=O)[O-])cc(Br)c2O)s1 | 8.1
c1ccc(CN2CCC(Nc3ncnc4sccc34)CC2)cc1 | -2.6
CN(C(=O)COC(=O)CCc1nc2ccccc2c(=O)[nH]1)C1CCS(=O)(=O)C1 (stereo not drawn) | -8.2
CCn1c(=N)c(S(=O)(=O)c2ccc(C)cc2)cc2c(=O)n3ccccc3nc21 | 7.8
O=C(CCCCn1c(=O)c2ccccc2n(Cc2ccccc2)c1=O)NC1CCN(Cc2ccccc2)CC1 | -34.4
Cn1cnnc1SCC(=O)NC1CCCc2ccccc21 (stereo not drawn) | -2.2
CCOc1ccc(CCNC(=O)COc2cc(=O)n(C)c3ccccc23)cc1OCC | -11.0
C=CCN(CC=C)C(=S)NC(=O)c1ccc(OC)cc1 | 32.2
Cc1ccc(C2C(C(=O)c3cccs3)=C(O)C(=O)N2c2nnc(C)s2)cc1 (stereo not drawn) | -24.5
O=C(CNc1ccccc1F)N/N=C/C1CC=CCC1 (stereo not drawn) | -15.2
Cc1cc(NC(=O)CSc2nnc(C3CC3)n2N)c([N+](=O)[O-])cc1C | -7.6

More entries.
SMILES	E-sel TNF inh
O=C(Oc1cccc(OC(=O)N2CCCCC2)c1)N1CCCCC1	-11.8
Cc1sc2ncnc(SCC(=O)N(C(C)C)C(C)C)c2c1C	0.8
O=S(=O)([O-])CCC[N+]1(CC#Cc2ccccc2)CCCCC1	-26.2
O=C(COc1ccc(F)cc1Br)N1CCN(c2ncccn2)CC1	-20.6
CCOC(=O)CCCN1CC(O)=C(c2nc(-c3ccc(Cl)cc3)cs2)C1=N	16.7
Cn1nc(-c2ccccc2)c2ncc(C(F)(F)F)cc21	11.9
COc1ccc(F)cc1S(=O)(=O)n1nnc2ccccc21	-30.8
O=C(O)c1cccc(N2C(=O)c3cccc4c(Cl)ccc(c34)C2=O)c1	12.0
Cc1ccc(OCCn2c(=S)[nH]c3c(N)ncnc32)cc1	4.1
CC(C)c1csc(CN2CCCC(CCC(=O)NCc3ccccc3F)C2)n1 (stereo not drawn)	-23.6
COCC(=O)NNC(=O)c1ccccc1OC	11.6
CCOC(=O)C1CCCN(C(=O)c2cc3cc(Br)ccc3oc2=O)C1 (stereo not drawn)	6.6
COc1ccc(N(CC(=O)Nc2ccc3c(c2)OCO3)S(=O)(=O)c2ccccc2)cc1	-6.2
COCCCNC(=S)N1CCN(c2ccccc2)CC1	-18.9
COCC1CCCCN1Cc1cn[nH]c1-c1ccc2cc(OC)ccc2c1 (stereo not drawn)	-20.2
Cc1cccc[n+]1C1C(c2ccc([N+](=O)[O-])cc2)C(C#N)=C(C(=C=[N-])C#N)NC1(O)C1CC1 (stereo not drawn)	27.1
O=c1c2[nH]c3ccc(F)cc3c2nc2n1CCCS2	-4.5
CC(C)OCCCNC(=O)Cc1ccc(F)cc1	-42.3
CCCCCOc1ccc(CSc2n[nH]c(C)n2)cc1	-12.3
Cc1ccc(S(=O)(=O)N2CCN(C(=O)CCC(=O)NCCc3ccc(S(N)(=O)=O)cc3)CC2)c(C)c1	-10.7
O=C(CSc1nccc(=O)[nH]1)Nc1ccccc1Sc1ccccc1	35.5
CCOc1cnc(C(=O)NNC(=O)c2ccccc2Br)o1	-6.9
CN(C)C(=O)CCSc1nnc(-c2ccncc2)o1	6.8
O=C(CSc1ccc2c(c1)OCCO2)Nc1cccnc1	-14.2
Cc1ccccc1SC1CCN(Cc2nc(C3CC3)no2)CC1	-18.8
Cc1cc(C)cc(OCC(=O)Nc2ccc(S(=O)(=O)Nc3ccccn3)cc2)c1	-36.2
O=C(O)/C=C/c1ccc([N+](=O)[O-])o1	34.7
CN(C)c1ccc(C2CC(=O)OC3=C2C(=O)CC(C)(C)C3)cc1 (stereo not drawn)	-12.5
Cc1ccc2c(CC(=O)N3CCN(c4ccccc4)CC3)coc2c1	-18.0
Cc1ccc(Cn2nnc3c(=O)n(CC(=O)NCc4ccccc4)cnc32)cc1	-7.6
CCOCCc1nnc(NC(=O)Cc2c(F)cccc2Cl)s1	1.8
CC1CCN(C(=O)Cn2cnc3c(cnn3C(C)(C)C)c2=O)CC1	-5.3
COc1ccc(/C=N/Nc2nc(Nc3ccccc3)nc(N3CCCC3)n2)cc1	-4.7
CN(C)C(=O)COc1ccc(Oc2ccccc2)cc1	-24.1
CC(C)C(=O)N1CCN(c2nc(-c3ccc(Cl)cc3)cs2)CC1	3.2
O=C(c1ccc(S(=O)(=O)NCc2ccco2)cc1)N1CCCC1	59.4
O=C(CSc1nc2cc(S(=O)(=O)N3CCOCC3)ccc2o1)Nc1c(F)cccc1F	2.4
O=C(Cc1ccccc1)N1CCN(c2ncccn2)CC1	14.8
COc1ccc(OCCOC(=O)c2nc3nccc(C)n3n2)cc1	-16.3
CCNC(=S)N1CCCC(C(N)=O)C1 (stereo not drawn)	15.8
CC1=CC(C)(C)[N+](C)(C)c2ccc(C)cc21	-19.3
Cc1ccc(C(=O)Nc2ccc(-c3csc(C)n3)cc2)cc1	17.4
Cn1c(=O)c2c(nc3n2CCS3)n(C)c1=O	-2.1
CC1CCCC(NC(=O)COC(=O)CCSc2ccccc2)C1C (stereo not drawn)	-12.1
O=C1CN(C(=O)/C=C/c2ccco2)c2ccccc2N1	0.2
